Source: PubChem
MOR-DOR inv ag: inverse agonist of human OPRM1-OPRD1 heterodimerization. cell-based MOR-DOR heterodimer luminescence, inverse agonism. inhibition, % at 9.3 µM. 340,000 tested, 0.21% active. P35372+P41143; in the data active = inhibition above about 22%, passing the limit was not always enough;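 also: 0% = cells with DMSO and 100% = wells without cells with DMSO; values of inactives mirror those of a sister screen read the other way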
V-ATPase pH: yeast V-ATPase proton transport regulation by pHLuorin; S. cerevisiae, pHLuorin cytosolic pH fluorescence; 350,000 tested, 0.37% active; response, % at 10 µM; in the data active = response mostly above about 7.3%, no sharp cut-off; inactive = mostly below about 5.4%; also: actives read high; inactives centre near 0; some compounds called inactive have numbers as strong as hits; reference of the scale not given here
OPRM1-OPRD1 ag: OPRM1-OPRD1 heterodimerization agonism; cells, luminescence; activation, % at 9.3 µM; 340,000 tested, 0.3% active; P35372+P41143; in the data active = activation above about 18%;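 also: 0% = vehicle-treated cells and 100% = reference agonist; values of inactives mirror those of a sister screen read the other way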
RTF Ca sens inh: cardiac RTF calcium desensitization. inhibition, % at 7.15 µM. 340,000 tested, 0.12% active. P19429+P45379. IANBD-labeled cardiac RTF, Ca2+ fluorescence;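 active = inhibition above the mean inhibition of all tested compounds plus 3 SD, cut at about 17% in these data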;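 also: assay run at fixed EC70 calcium of 1.6 mM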
Wnt bcat act: activates Wnt/beta-catenin signaling in a reporter cell assay | activator, plate reader | 300,000 tested, 1.2% active | activation, % at 9.35 µM; in the data active = activation above about 30%, passing the limit was not always enough;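 also: 0% = neutral control wells and 100% = positive control wells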
Arr AP2 block: blocks beta-arrestin peptide binding to AP2 adaptin; AID 504490; inhibition, % at 10 µM; 340,000 tested, 0.31% active; FITC-arrestin peptide / GST-AP2 beads, flow cytometry; AP2 beta2 appendage carries R879A mutation;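 active = inhibition above a set limit, near 3 SD of compounds lacking own fluorescence, cut at about 54% in these data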;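 also: plate controls were DMSO wells for no effect and 5 µM unlabelled arrestin peptide for full effect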
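System: GST-AP2 R879A glutathione beads; medium: PBS, Tween 20 0.05%, BSA 0.1%; reagent: fluorescein-tagged arrestin peptide at 50 nM final; schedule: pre-incubation 12 min, peptide binding 1 h, room temperature; detection: flow cytometry, FL1 (488/535 nm); read-out: inhibition as reduced fluorescein signal on beads, percent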
Pemphigus Ab inh: inhibitors of pemphigus antibody binding to human desmoglein-3; DSG3-coupled beads, scFv-anti-DSG3-GFP binding, flow cytometry; stronger effect = lower value; binding (percent of control), % at 10 µM; AID 588358; 310,000 tested, 0.48% active; P32926;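 active = binding more than 3 SD below its plate's average and above zero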;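 also: hits lower antibody fragment binding to DSG3; some compounds called inactive have numbers as strong as hits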
cardiac RTF act: increases calcium sensitivity of human cardiac regulated thin filaments; activation, % at 7.2 µM; P19429+P45379; AID 493008; IANBD-labeled TnC RTF fluorescence at EC20 calcium; 0% EC20 calcium, 100% full calcium; 340,000 tested, 0.24% active;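 active = activation above the mean over all tested compounds plus 3 SD, cut at about 30% in these data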;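 also: rise in fluorescence read as greater calcium sensitivity of cardiac thin filaments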
LANA DNA inh: KSHV C-LANA DNA binding inhibition | MBP-C-LANA/FAM-LBS DNA binding, fluorescence polarization | inhibition, % at 9 µM | 340,000 tested, 0.078% active | AID 504423;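 active = highest replicate inhibition at or above 60% at 9 µM, even if other replicates fall short; inactive = all replicates below 60% inhibition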;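 also: 0% = neutral control wells and 100% = 4 µM acridine orange control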
Keap1 Nrf2 FP: inhibitors of human Keap1-Nrf2 protein-protein interaction. Q14145. Keap1 Kelch-Nrf2 peptide fluorescence polarization, 1536-well. inhibition, % at 9.4 µM. 340,000 tested, 0.15% active; in the data active = inhibition above about 12%;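 also: human Keap1 Kelch domain with fluorescein labeled Nrf2 9mer peptide probe; 0% = neutral control wells and 100% = peptide positive control; higher means more block of Keap1 binding to Nrf2 peptide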
Target sequence (Q14145 whole entry, looked up, the tested form may be a part): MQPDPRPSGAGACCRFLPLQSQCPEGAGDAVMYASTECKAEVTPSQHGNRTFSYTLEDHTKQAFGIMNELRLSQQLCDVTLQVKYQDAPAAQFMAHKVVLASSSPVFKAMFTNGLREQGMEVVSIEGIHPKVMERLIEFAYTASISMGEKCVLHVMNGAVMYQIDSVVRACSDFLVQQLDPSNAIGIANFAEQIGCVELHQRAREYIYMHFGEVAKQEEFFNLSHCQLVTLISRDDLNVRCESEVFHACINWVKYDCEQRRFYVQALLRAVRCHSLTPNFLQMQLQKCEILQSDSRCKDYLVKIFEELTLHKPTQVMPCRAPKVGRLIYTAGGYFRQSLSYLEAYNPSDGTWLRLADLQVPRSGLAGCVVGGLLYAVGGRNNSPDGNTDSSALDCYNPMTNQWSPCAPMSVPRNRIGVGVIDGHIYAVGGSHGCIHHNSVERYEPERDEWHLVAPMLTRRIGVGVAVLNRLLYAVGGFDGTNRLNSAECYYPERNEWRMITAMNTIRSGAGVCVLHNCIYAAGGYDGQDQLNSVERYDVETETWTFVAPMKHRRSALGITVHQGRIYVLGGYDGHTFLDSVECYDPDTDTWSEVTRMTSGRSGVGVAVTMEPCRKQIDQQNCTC
* = called active by the depositor; nt = not tested or not shown. The order is random. Share with any hit: about 3.1%.

SMILES	MOR-DOR inv ag	V-ATPase pH	OPRM1-OPRD1 ag	RTF Ca sens inh	Wnt bcat act	Arr AP2 block	Pemphigus Ab inh	cardiac RTF act	LANA DNA inh	Keap1 Nrf2 FP
C[C@H](NC(=O)CCC1CCC(=O)N1)c1ccccc1 (stereo partly drawn)	21	2	-4.0	9	-6	4	100	-4	2.4	2
Cc1ccc(NS(=O)(=O)c2ccc(C(=O)NCCCN3CCCC3=O)cc2)cc1	3	-2	-0.5	-4	3	-3	92	-3	0.9	-2
COc1cc(OC)c(N(C)S(=O)(=O)c2cccc(C(=O)Nc3nccs3)c2)cc1Cl	2	1	-0.4	-4	-6	-6	130	4	-0.2	2
CC(=O)c1ccc(S(=O)(=O)Nc2ccc(C(=O)NCCCn3ccnc3)cc2)cc1	11	-3	-2.7	-1	-3	7	nt	-3	-0.8	-7
CC(C)(C)n1ncc(Oc2ccccc2[N+](=O)[O-])c(Cl)c1=O	-5	-1	0.8	-5	-2	3	98	1	0.1	1
COc1cc(Nc2ccc(S(=O)(=O)N3CCN(C)CC3)cc2[N+](=O)[O-])cc(OC)c1	5	2	-0.8	-30	-2	37	104	-6	1.6	-2
Nc1nnc(C2CCCC2)s1	11	-1	-2.0	-4	1	-15	103	-3	-1.3	-6
Cc1cccc(C2=NN(c3ccc(Br)cc3)[C@@H](C(=O)N3CCOC3=O)[C@@H]2c2ccc(Cl)cc2)c1	6	-1	-1.2	-4	nt	2	93	8	-1.2	-4
O=C1/C(=C/c2ccncc2)SC(=S)N1Nc1ccccc1	nt	2	nt	nt	7	-7	99	nt	nt	nt
CCOC(=O)CN(Cc1ccccc1)S(=O)(=O)c1ccc(NC(C)=O)cc1	12	-1	-2.2	-6	-4	-5	114	-2	0.5	3
CC(=O)Nc1ccc(OCC(=O)NCc2ccc(C)cc2)cc1	15	0	-2.9	-3	-3	5	103	-1	1.3	0
Cc1cccc(/C=N/NC(=O)c2cc(Br)ccc2OCc2ccccc2)n1	-20	2	2.7	-9	-2	-5	nt	4	-0.2	-5
Cc1nn(CC(=O)N(C)C)c(C)c1S(=O)(=O)N1CCOCC1	7	-8	-1.9	-15	0	-5	nt	-3	-0.9	-5
Cc1ccc(-c2noc(-c3ccccc3C(=O)NCc3ccco3)n2)cc1	17	0	-3.3	1	1	4	105	6	0.9	4
Cc1oc(C(C)(C)C)cc1C(=O)Nc1cccc(/C=C\C(=O)O)c1	8	14*	-1.5	-24	nt	5	nt	12	0.6	-9
Cc1cc(C)cc(OCC(=O)NNC(=O)c2ccccn2)c1	9	-1	-1.8	-3	-4	-17	103	-4	-1.2	0
COc1ccc(/C=N/Nc2nc(=O)[nH]nc2C)cc1OC	16	1	-3.1	5	28	19	100	0	-1.6	1
O=C(NN=C1CCC(c2ccccc2)CC1)c1ccccc1-n1cccc1 (stereo not drawn)	8	-3	-1.3	-41	0	3	100	0	-2.4	-1
CC(=O)c1ccc(OC2OCCOC2Oc2ccc(C(C)=O)cc2)cc1 (stereo not drawn)	0	2	0.0	-9	-5	-5	89	10	0.8	-3
Cc1ccc(N2C(=O)C3CCCN3C2=S)cc1 (stereo not drawn)	2	-2	-0.4	-5	-1	0	99	-3	0.8	-2
COc1ccc(C(=O)NC(C)CCCC(C)(C)O)cc1OC1CCN(C(C)=O)CC1 (stereo not drawn)	1	-2	-0.2	-15	0	-5	110	2	2.4	-2
COc1ccc(CCNC(=O)CSc2n[nH]c(C)c2[N+](=O)[O-])cc1OC	6	9	-1.1	-5	1	18	104	-1	0.0	1
COc1ccc(/C=C(\C#N)C(=O)OCC(=O)N(C)C2CCS(=O)(=O)C2)cc1 (stereo not drawn)	-28	0	4.3	-13	-3	-14	102	-1	0.3	-4
CC(=O)Oc1ccc(N2C(=O)CCC2=O)cc1	11	0	-2.1	-2	nt	0	102	-4	1.5	-1
Cc1ccc(CSCc2ccc(C(=O)NC3CC3)o2)cc1	2	2	-0.4	-3	-2	-3	77	1	-0.7	-1
CCCCn1c(SCC(=O)Nc2ccc(C)c(S(=O)(=O)N3CCOCC3)c2)nnc1C(CC)N(C)C (stereo not drawn)	13	1	-2.0	-3	-4	-14	100	1	0.6	3
CN(CC(=O)Nc1ccccc1Cl)C(=O)c1ccc(Cl)c(S(=O)(=O)N2CCCCCC2)c1	2	-2	-0.4	-6	-5	-12	93	-3	-0.9	-4
CN(C)c1ccc(-c2sc(Nc3ccccc3)n[n+]2-c2ccc(F)cc2)cc1	8	0	-1.5	-16	2	3	301	0	-2.1	-17
CCN(C(=O)CSc1nc2ccccc2n1C)C1CCS(=O)(=O)C1 (stereo not drawn)	13	-2	-3.1	1	1	-2	102	-3	0.9	-2
Nc1ccc2nc(C(F)(F)F)[nH]c2c1	-2	2	0.2	-13	nt	18	111	2	0.9	-4
CCC(C)NC(=O)c1cc2c(=O)n(CC)c3ccccc3c2s1 (stereo not drawn)	11	2	-2.4	-4	-1	2	94	1	0.6	-4
CCOC(=O)C1=C(C)N(CC)C(=S)NC1c1ccccc1OC(F)F (stereo not drawn)	1	3	-0.2	11	-1	-5	97	-1	-0.4	-2
O=C(c1cccs1)N1CCN(c2ccccc2)CC1	1	-1	-0.3	-5	4	9	118	-2	-1.2	-5
Clc1ccccc1-c1nn2c(Cn3cnc4ccccc43)nnc2s1	1	-3	-0.2	-6	-3	13	104	-1	0.4	0
Cc1ccc(CN2C(=O)CNC2=S)cc1	13	1	-2.4	4	3	39	96	3	0.3	-3
O=C(CS(=O)(=O)c1c[nH]c2ccccc12)N1CCCCC1	-1	0	0.1	-20	0	-4	100	4	0.2	-5
COc1ccc(CNC(=O)C2CCN(C(=O)c3cccc(Cl)c3)CC2)cc1	15	4	-2.8	1	1	8	106	-2	2.2	-1
COC(=O)C1=C(C(=O)OC)[C@@H]2N(C)c3ccccc3[C@@]23C[C@@H](C(=O)OC)N(C(=O)c2cc(C)oc2C)C3=N1	5	-3	-0.8	1	nt	30	102	-6	1.1	0
NC(=O)[C@@H]1CCCNc2c(I)cc([N+](=O)[O-])cc2C(=O)N[C@@H](CO)C(=O)N[C@@H](Cc2ccc(O)cc2)C(=O)N1	17	2	-3.1	0	-1	-2	nt	15	0.1	-7
CCOC(=O)C1CCN(C(=O)c2c(-c3c(F)cccc3Cl)noc2C)CC1	6	-3	-0.9	4	nt	3	nt	13	0.0	-3
CCn1c(-c2nn(-c3ccccc3)ccc2=O)n[nH]c1=S	11	1	-2.2	2	-2	-4	101	-3	0.0	-7
CC(CN1CCCCC1)OC(=O)c1ccc(Cl)cc1Cl (stereo not drawn)	-4	nt	0.7	-1	nt	9	93	1	-0.9	0
Cc1nn(C)cc1CNC(=O)c1cccc(Br)c1	21	1	-3.5	-19	nt	-3	nt	-5	3.1	-2
O=C1C2C3c4ccccc4C(c4ccccc43)C2C(=O)N1c1nc(-c2ccccc2)cs1 (stereo not drawn)	10	3	-1.8	-4	0	24	103	-2	1.0	1
Cc1c(NC(=O)C(C)c2ccc(CC(C)C)cc2)c(=O)n(-c2ccccc2)n1C (stereo not drawn)	12	2	-2.2	9	-5	3	100	2	1.7	1
COc1ccc(-c2nc(CN3CCCCC3CCc3ccccn3)c(C)o2)cc1 (stereo not drawn)	17	1	-3.0	-7	0	8	111	2	1.7	-5
Brc1ccccc1-c1csnn1	24	9	-4.5	-22	-1	nt	102	3	-0.6	-3
CCCN1CCN(C(=O)CN2C(=O)COc3ccc(S(=O)(=O)N(CC)CC)cc32)CC1	9	-2	-1.8	-6	0	-8	109	-1	0.8	-8
CC(=O)Nc1ccc(OCCCNC(=O)c2c(-c3ccccc3)noc2C)cc1	-2	4	0.5	-2	2	3	nt	-7	1.0	-6
COc1cc(OC)cc(C(=O)N[C@H](C(=O)OCC(=O)Nc2ccc(C(C)C)cc2)C(C)C)c1	-6	7	1.3	5	-10	7	87	3	-0.5	-4
O=C(NNC(=O)C1CCN(S(=O)(=O)c2ccc(Cl)cc2)CC1)c1ccc(Cl)cc1	2	0	-0.3	0	nt	36	106	0	-3.4	-1
CC1CCCN(C(=O)CNC(=O)c2cccs2)C1 (stereo not drawn)	7	-2	-1.6	-7	28	10	nt	-3	-1.4	-2
COc1cccc(C(=O)OC(C)CN2CCCC2)c1 (stereo not drawn)	-1	0	0.1	-9	nt	-7	97	5	-0.1	-2
O=C(CCC1CCCC1)N1CCN(S(=O)(=O)c2ccc(Br)cc2)CC1	3	5	-0.8	-3	-1	4	98	-3	0.7	-2
COc1ccc(CCC(=O)NCCCNC(=O)CCc2ccc(OC)cc2)cc1	8	-3	-1.4	-6	nt	3	106	3	-1.1	-4
COc1ccc(NC(=S)NN(C)C(=S)Nc2ccc(OC)cc2)cc1	0	2	0.0	-4	nt	-13	126	-1	-1.1	-2
O=C(NC1CCCC1)C(=O)N(c1ccccc1F)C(C(=O)NCC1CCCO1)c1cccs1 (stereo not drawn)	20	-1	-4.1	-7	nt	-4	99	4	-0.2	-2
O=C(Nc1ccncc1Cl)c1ccncc1	13	-2	-2.4	-2	-1	-4	nt	-4	-0.7	1
COc1cccc(CN(C)C(=O)CCN=C2NS(=O)(=O)c3ccccc32)c1OC	7	-6	-1.7	-7	-1	-11	99	1	-1.8	3
COc1ccc(-c2sc3ccc(OC)cc3c2C#Cc2cncn2C)cc1	-9	1	1.6	-12	1	30	107	0	2.4	-1

Single entries from the results shown:
COc1ccc(CCC(=O)NCCCNC(=O)CCc2ccc(OC)cc2)cc1 | RTF Ca sens inh: -6
Cc1ccc(CSCc2ccc(C(=O)NC3CC3)o2)cc1 | LANA DNA inh: -0.7

Additional entries
SMILES	MOR-DOR inv ag	V-ATPase pH	OPRM1-OPRD1 ag	RTF Ca sens inh	Wnt bcat act	Arr AP2 block	Pemphigus Ab inh	cardiac RTF act	LANA DNA inh	Keap1 Nrf2 FP
CN(C)CCCN1C(=O)C(=O)/C(=C(/O)c2ccncc2)C1c1cccnc1 (stereo not drawn)	-5	0	0.8	-17	6	-5	96	6	0.4	0
CCCCOc1cccc(NC(=O)CSc2nccn2C)c1	3	0	-0.6	-10	-2	2	nt	-8	-0.5	4
O=C(c1ccccc1F)N1C(=O)c2cccc3cccc1c23	-13	5	2.5	1	-1	-4	98	-2	2.3	2
O=C(CCNC(=O)c1ccc(Cl)cc1)Nc1ccc(Cl)cc1F	10	-6	-1.6	2	-4	10	86	-4	1.1	-1
Cc1ccc(CCNC(=O)C2CCC(=O)N2Cc2cccnc2)cc1 (stereo not drawn)	4	2	-0.9	-2	2	10	nt	0	-1.3	-2
